Tn6 DDE FP – DD(E)-Tn6 binding inhibition, primary FP screen; P02675; Fibrin DD(E) TRITC-Tn6 fluorescence polarization displacement; inhibition, % at 8.3 µM; 370,000 compounds, 0.21% hits; AID 720509;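 active = inhibition above a per-campaign cutoff: mean of compounds within control limits plus 3 SD, cut at about 15% in these data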;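 also: 0% = median of all compound wells on the plate and 100% = blocking peptide control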
Target sequence (P02675 whole entry, looked up): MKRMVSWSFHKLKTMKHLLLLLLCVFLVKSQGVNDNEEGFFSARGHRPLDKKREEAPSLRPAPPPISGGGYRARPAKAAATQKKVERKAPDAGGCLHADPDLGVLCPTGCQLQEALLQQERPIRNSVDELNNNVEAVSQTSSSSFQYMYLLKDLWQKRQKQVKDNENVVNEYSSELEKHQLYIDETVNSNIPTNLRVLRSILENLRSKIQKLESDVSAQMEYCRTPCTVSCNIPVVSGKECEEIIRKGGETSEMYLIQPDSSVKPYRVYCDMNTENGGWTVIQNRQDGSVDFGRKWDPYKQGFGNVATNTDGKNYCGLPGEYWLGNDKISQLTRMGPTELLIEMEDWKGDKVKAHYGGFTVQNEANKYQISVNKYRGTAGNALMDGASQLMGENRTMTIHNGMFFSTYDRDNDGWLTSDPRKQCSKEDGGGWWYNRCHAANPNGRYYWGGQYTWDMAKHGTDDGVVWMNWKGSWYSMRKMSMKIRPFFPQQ
ARFGAP1 inhibitor – inhibitors of rat ARFGAP1 | 360,000 compounds, 0.26% hits | inhibition, % at 16.5 µM | Arfgap1-stimulated ARF1 GTP hydrolysis, GDP FP detection | Q62848;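 active = inhibition above a per-plate limit, mean inhibition of low control wells plus 3 SD, cut at about 25% in these data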;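 also: 0% = DMSO wells with enzyme and 100% = wells lacking Arfgap1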
Target sequence (Q62848 1-136 limits assumed): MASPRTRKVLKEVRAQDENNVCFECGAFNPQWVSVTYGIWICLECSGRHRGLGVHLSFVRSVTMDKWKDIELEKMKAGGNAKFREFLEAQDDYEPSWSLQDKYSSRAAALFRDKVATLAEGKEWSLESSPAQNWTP
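system = rat Arfgap1 catalytic domain, aa 1-136 | technique = FP, GDP Alexa 633 tracer displaced from anti-GDP antibody, 620/688 nm | compound = one concentration, 16.5 µM, DMSO 1.26% | medium = HEPES-based buffer, pH 7.5 | timing = compound-enzyme preincubation 20 min, reaction 120 min, detection 60 min, 25 °C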
PLCb3 inh – blocks human PLC-beta3 enzyme activity; Purified PLC-beta3, fluorogenic substrate, fluorescence; inhibition, % at 12.2 µM; 370,000 compounds, 0.18% hits; in the data active = inhibition above about 11%;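 also: 0% = median of compound wells on plate and 100% = full blocker control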
ASAP1 inh – inhibitors of human ASAP1 ArfGAP activity; Q9ULH1; ASAP1-stimulated ARF1 GTP hydrolysis, GDP FP detection; inhibition, % at 16.5 µM; 360,000 compounds, 0.19% hits; AID 624377; in the data active = inhibition above about 25%;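 also: 0% = vehicle with enzyme and substrate and 100% = no enzyme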
Target sequence (Q9ULH1 325-724 limits assumed): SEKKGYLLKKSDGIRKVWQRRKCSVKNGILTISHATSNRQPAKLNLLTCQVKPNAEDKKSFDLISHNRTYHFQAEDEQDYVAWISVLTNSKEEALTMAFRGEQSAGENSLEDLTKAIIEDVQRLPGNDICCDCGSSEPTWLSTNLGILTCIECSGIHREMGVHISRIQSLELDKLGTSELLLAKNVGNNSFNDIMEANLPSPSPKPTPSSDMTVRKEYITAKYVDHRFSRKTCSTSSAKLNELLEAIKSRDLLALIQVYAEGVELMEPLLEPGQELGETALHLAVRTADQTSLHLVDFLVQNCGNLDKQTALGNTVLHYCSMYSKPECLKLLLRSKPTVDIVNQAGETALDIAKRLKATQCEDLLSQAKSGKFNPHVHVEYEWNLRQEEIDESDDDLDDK
Tn7 DDE FP – disrupts Tn7 cyclic peptide binding to fibrin D-Dimer-E complex | inhibition, % at 8.3 µM | AID 720508 | FP displacement of FITC-Tn7 peptide from fibrin DD(E); 0% = median of compound wells per plate | P02675 | 370,000 compounds, 0.13% hits;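 active = inhibition above the mean of compounds falling within the control limits plus 3 SD of them, cut at about 14% in these data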;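 also: 0% = plate median of compound wells and 100% = 10 µM Aha-Tn7 peptide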
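Also added: labelled Tn7 tracer, 0.1 µM; Assay system: human fibrin DD(E) protein; Amount: 2 µM fibrin DD(E); Schedule: 10 min compound pre-incubation, 3 h probe incubation at room temperature; Repeats: one replicate per compound; Read-out basis: percent inhibition; Measured by: fluorescence polarization of the labelled Tn7 tracer.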
UHRF1 binding – blocks human UHRF1 binding to methylated DNA | 370,000 compounds, 0.75% hits | AID 687016 | Q96T88 | UHRF1 binding to methylated oligo, TR-FRET | inhibition, % at 4.4 µM; in the data active = inhibition above about 21%;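 also: UHRF1 SRA domain binding a hemimethylated CpG hairpin DNA probe; 0% = median of test compound wells and 100% = reference inhibitor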
proKLK7 act – proKLK7 (human) activation, primary screen; P49862; purified proKLK7, EDANS-DABCYL substrate fluorescence; 100% is mature enzyme control, 0% vehicle; activation, % at 7 µM; 370,000 compounds, 0.9% hits; AID 652039;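 active = activation above the mean of all tested compounds plus 3 SD, computed per campaign excluding outliers beyond control limits, cut at about 13% in these data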
MBD2 DNA inh – MBD2-methylated oligo binding inhibition; inhibition, % at 4.4 µM; TR-FRET, MBD2 binding to methylated oligonucleotide; Q9UBB5; 370,000 compounds, 0.31% hits; in the data active = inhibition above about 13%
PLCg1 inh – inhibitors of human phospholipase C gamma1; purified PLC-gamma1, fluorogenic substrate, fluorescence; inhibition, % at 12.2 µM; AID 720700; 370,000 compounds, 0.84% hits; P19174; in the data active = inhibition above about 9.5%
ADAM17 inh – inhibits human ADAM17. recombinant ADAM17, EDANS/DABCYL FRET peptide cleavage. AID 720648. 370,000 compounds, 0.83% hits. inhibition, % at 6.95 µM;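 active = inhibition above the mean of compounds lying between control limits plus 3 SD, set per campaign, cut at about 8.5% in these data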;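 also: 0% = DMSO-only wells as the low control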
* = called active by the depositor; i = inactive; . = no result given.

SMILES | Tn6 DDE FP | ARFGAP1 inhibitor | PLCb3 inh | ASAP1 inh | Tn7 DDE FP | UHRF1 binding | proKLK7 act | MBD2 DNA inh | PLCg1 inh | ADAM17 inh
CC(C)(C)OC(=O)NCc1cc(F)ccc1/C=C/S(=O)(=O)NCc1ccc(F)cc1 | 6 | . | 3 | . | -1 | -1 | 0.3 | -1 | 0 | 4
C[C@H](CO)N1C[C@H](C)[C@@H](CN(C)C(=O)Nc2ccnc(N3CCOCC3)c2)OCc2cn(nn2)CCCC1=O | 4 | 4 | -4 | 1 | -5 | 2 | 0.0 | 2 | -3 | -8
O=C1C2CCCN2C(=O)N1CCN1CCN(c2cccc(C(F)(F)F)c2)CC1 (stereo not given) | 3 | 9 | -3 | -3 | 1 | 0 | -0.9 | 4 | -2 | 0
COc1cccc(CNCc2ccccc2Br)c1OC | 5 | 6 | 1 | -15 | 0 | 0 | -0.7 | 3 | 4 | -4
Cc1ccc2nc(NC(=O)COC(=O)c3ccc(Br)o3)sc2c1 | 0 | -3 | -10 | 0 | -2 | 15 | 0.4 | 5 | -8 | -5
CN(c1ccccc1)S(=O)(=O)c1cccc(NC(=O)CSc2ncc(C(F)(F)F)cc2Cl)c1 | -4 | 5 | -4 | 0 | 1 | 1 | 0.1 | 2 | 2 | 10.0*
Nc1nc(N)nc(-c2cc([N+](=O)[O-])ccc2O)n1 | -4 | -4 | -2 | -10 | -5 | -2 | 0.0 | 4 | 3 | 0
CCOC(=O)C1CCCN(C(=O)c2ccc(SC(F)(F)F)cc2)CC1 (stereo not given) | -7 | 20 | 4 | -6 | 5 | 5 | 0.2 | 1 | 1 | -6
CC1CC(C)CN(c2nc3c(c(=O)n(C)c(=O)n3C)n2C)C1 (stereo not given) | -2 | -3 | 0 | 0 | 3 | 0 | -0.3 | -7 | 0 | -6
COC(=O)c1sccc1NC(=O)Nc1ccc(C(C)=O)cc1 | 4 | 4 | -5 | -2 | -13 | 2 | -0.4 | -1 | 6 | 3
CCOC(=O)c1cccc(Nc2nc(C)cc(C)n2)c1 | 6 | 5 | -7 | -1 | 0 | -1 | 1.1 | -2 | -2 | -4
CCc1ccc(OCC(=O)O/N=C(\N)c2ccncc2)c(Br)c1 | -10 | 3 | -12 | 11 | -2 | 6 | 0.4 | 4 | -3 | 0
Cc1ccc(N2C(=O)c3sc4nnc(C)c(=O)n4c3C2=O)cc1 | 10 | 6 | 5 | 0 | 0 | 2 | 0.5 | -5 | 9 | 6
CSc1sc(C(=O)NNC(=O)c2ccc(Cl)cc2)c2c1C=CCC2 | -2 | -3 | -19 | -7 | -7 | -2 | 1.0 | 0 | -12 | -6
COCCn1nnnc1C(C(C)C)N1CCSCC1 (stereo not given) | -6 | 10 | -2 | 8 | -1 | 2 | -0.6 | 1 | -1 | -1
COc1ccc(CC(=O)NC(CC(=O)O)c2ccc(OC)cc2)cc1 (stereo not given) | 1 | 0 | -7 | -1 | -1 | 2 | -0.4 | 3 | -7 | -5
Cn1nnc2cc(C(=O)Nc3cccnc3)ccc21 | 3 | 14 | 8 | -12 | -8 | 6 | -0.7 | -1 | 8 | 5
Cc1ccc(-n2nnnc2SCC(=O)Nc2nc(-c3ccc(F)cc3)cs2)cc1C | 6 | -1 | 3 | -3 | 9 | 0 | -0.1 | -2 | -2 | -3
c1ccc(-c2cnnc(-c3ccccn3)n2)cc1 | -6 | 2 | 3 | 8 | -2 | -5 | 0.3 | 2 | 1 | 0
O=C(N/N=C/c1ccc2c(c1)OCO2)c1sc2cccc(Cl)c2c1Cl | -5 | 2 | -9 | -4 | 7 | -3 | 0.1 | -10 | -8 | 0
COc1cc(CN(CCN(C)C)Cc2ccccc2)ccc1OCc1ccccc1 | -9 | 2 | -5 | -4 | 4 | -1 | -0.8 | 3 | 2 | -2
CN(CCOc1ccc(Cl)cc1)C(=O)c1cccc(S(=O)(=O)N2CCN(Cc3ccccc3)CC2)c1 | 9 | 2 | -4 | -9 | -3 | 0 | 0.9 | -3 | 0 | 7
Cc1ccc(C2(c3ccccc3)NC(=O)N(CC(=O)NC3(C#N)CCCC3)C2=O)cc1C (stereo not given) | 5 | 1 | -5 | -8 | 4 | 2 | 0.6 | 2 | -1 | 0
CC1=C(/C=C/C(C)=N\NC(=O)c2ccncc2)C(C)(C)CCC1 | 0 | -7 | -1 | -2 | 5 | -2 | -0.6 | 4 | 2 | -3
Cc1cccc(N(C(=O)CCC(=O)Nc2cccnc2)C(C(=O)NC2CCCC2)c2ccncc2)c1 (stereo not given) | 2 | 3 | -1 | 6 | 1 | -1 | 0.9 | 4 | 0 | -5
COc1cccc(C(=O)Nc2ccccc2C(=O)NC2CC2)c1 | 5 | 12 | -6 | -12 | 2 | 3 | -0.2 | 4 | -2 | -5
CN(C)c1cccc(C(=O)OCC(=O)Nc2nccs2)c1 | 8 | -3 | -80 | 2 | 3 | -3 | 0.6 | 3 | -65 | -3
Cc1ccc(NC(=O)C2CSC3(C)CCC(=O)N23)cc1S(=O)(=O)N1CCOCC1 (stereo not given) | -4 | -9 | -5 | -8 | -1 | 2 | 0.3 | 1 | 2 | 0
Cc1ccc(C(=O)NN2CCOCC2)cc1 | 1 | -7 | 0 | -11 | -3 | -1 | -0.6 | -1 | 1 | -3
N#C/C=C/N1CCN(Cc2ccc3c(c2)OCO3)CC1 | -4 | 13 | -4 | 15 | 3 | -2 | 0.1 | 2 | 1 | -1
COc1ccc(OC)c(NC(=O)CCNS(=O)(=O)c2ccc3c(c2)CC(C)N3C(C)=O)c1 (stereo not given) | 3 | -3 | 3 | -18 | 4 | -1 | 0.1 | -5 | 5 | 3
CCOC(=O)C1=CC[C@@H](c2cccc(Br)c2)N(S(=O)(=O)c2ccc(F)cc2)[C@H]1c1cccc(Cl)c1 | -12 | 2 | 6 | 3 | -7 | 2 | -0.2 | 2 | 7 | 5
O=S(=O)(Nc1ccc(-c2ccc3nncn3n2)cc1)c1cccc(F)c1 | -7 | 7 | -42 | -2 | -1 | 24* | 0.1 | 9 | -41 | -2
Cc1ccccc1C(OCCN(C)C)C1CCCCC1 (stereo not given) | -1 | 5 | 7 | 5 | -12 | -2 | -0.7 | 1 | 5 | 2
Cc1nc(SCC(=O)N2CCOCC2)c2c(C)c(C)sc2n1 | 6 | 3 | -8 | 0 | -1 | 0 | -0.2 | -2 | -3 | -2
Cc1ccc(C(=O)NC(=S)Nc2ccc3[nH]c(=O)[nH]c3c2)c(C)c1 | -1 | 9 | -2 | -9 | 0 | 5 | 0.5 | 8 | 0 | -1
O=C(NC(CC1CCCCC1)C(=O)O)c1ccccc1 (stereo not given) | 3 | 7 | 4 | 5 | -5 | -1 | 0.2 | -2 | 3 | -2
Cc1ccc(Cn2c(=N)c(C(=O)NCC3CCCO3)cc3c(=O)n4cccc(C)c4nc32)cc1 (stereo not given) | 1 | 9 | i | -11 | -3 | -5 | 2.0 | -6 | -359 | i
O=C(NNC(=O)c1ccccc1-c1ccccc1C(=O)O)c1ccccc1 | 5 | -6 | 4 | -10 | 3 | 1 | 0.2 | 0 | -1 | -3
COC(=O)[C@]12C[C@H](CC(=O)NCc3cccc4ccccc34)C(=O)N(CCC3=CCCCC3)C1=C[C@H](C(C)(C)C)O[C@@H]2C | -2 | -4 | 2 | -5 | 6 | 1 | -0.4 | -2 | 0 | -2
CCN(Cc1ccncc1)C(=O)c1cc(COc2ccc(OC)cc2Cl)on1 | 9 | 5 | -4 | 4 | -2 | -1 | -0.2 | 0 | 2 | 0
COc1ccc(NC(=O)NS(=O)(=O)c2ccc(C)cc2)c(OC)c1 | 0 | -10 | -6 | -4 | -1 | -9 | 0.3 | -2 | -2 | -3
CC(=O)NC(CC(=O)OCC(=O)Nc1ccc2c(c1)OCO2)c1ccccc1 (stereo not given) | -1 | 1 | -4 | 3 | 0 | 0 | -1.2 | 2 | -3 | -3
Cn1c(C(=O)NC2CC2)cc(=O)n(C)c1=O | -2 | 5 | -3 | 10 | -2 | 3 | -23 | 0 | 0 | -2
CCN1C/C(=N\S(=O)(=O)/N=C2\CN(CC)C(=O)N2CC)N(CC)C1=O | 0 | 3 | -5 | -2 | -1 | 0 | 0.4 | -1 | 0 | -3
O=C(CN1CCOc2ccccc21)NCc1ccc(F)cc1 | 0 | 2 | -3 | 0 | 0 | -5 | 1.2 | -8 | -1 | -4
N#C/C(=C\c1ccc(OCc2ccc(C(=O)O)cc2)cc1)C(=O)N1CCOCC1 | -4 | 5 | 5 | 0 | -4 | 6 | -1.0 | 2 | 1 | 0
Cc1ccc(C(=O)/C=C/N(C)C)o1 | -2 | -7 | -10 | -2 | 0 | -3 | 0.6 | 0 | -11 | 2
Cc1ccc(NS(=O)(=O)c2cc(C(=O)N3CCN(C)CC3)ccc2C)cc1C | 0 | 1 | 4 | -3 | -1 | 6 | 0.4 | 1 | 0 | -1
CCn1c(O)c2ccc(C(=O)N=NC(=O)c3cccnc3)cc2c1O | 9 | 8 | 3 | -7 | 2 | -2 | 0.4 | -1 | 0 | -4
CCCCN(CCCC)c1nc2ccccc2nc1C(C#N)C(=O)NCCCOC (stereo not given) | 14 | -9 | -57 | -18 | 5 | 0 | -3.5 | -5 | -44 | -25
O=C(NCc1ccco1)C(=O)c1cn(CC(=O)N2CCCCC2)c2ccccc12 | 10 | 1 | -6 | -10 | 0 | -3 | 0.4 | 0 | -2 | -3
CCCN1CCN(C(=O)C(NC(=O)c2ccco2)C(C)C)CC1 (stereo not given) | -2 | -3 | -4 | 4 | -1 | -1 | 0.6 | 1 | 3 | 1
CN1/C(=C\C=C(/C#N)C(=O)Nc2ccc(Cl)cc2)C(C)(C)c2ccccc21 | -1 | 2 | 1 | 3 | -5 | -2 | 0.3 | -2 | -1 | 0

Random excerpt: six entries already listed, in no set order.
SMILES | Tn6 DDE FP | ARFGAP1 inhibitor | PLCb3 inh | ASAP1 inh | Tn7 DDE FP | UHRF1 binding | proKLK7 act | MBD2 DNA inh | PLCg1 inh | ADAM17 inh
COc1cccc(CNCc2ccccc2Br)c1OC | 5 | 6 | 1 | -15 | 0 | 0 | -0.7 | 3 | 4 | -4
Cc1ccc(NC(=O)C2CSC3(C)CCC(=O)N23)cc1S(=O)(=O)N1CCOCC1 (stereo not given) | -4 | -9 | -5 | -8 | -1 | 2 | 0.3 | 1 | 2 | 0
O=C1C2CCCN2C(=O)N1CCN1CCN(c2cccc(C(F)(F)F)c2)CC1 (stereo not given) | 3 | 9 | -3 | -3 | 1 | 0 | -0.9 | 4 | -2 | 0
Cc1ccc(C(=O)NC(=S)Nc2ccc3[nH]c(=O)[nH]c3c2)c(C)c1 | -1 | 9 | -2 | -9 | 0 | 5 | 0.5 | 8 | 0 | -1
COc1ccc(NC(=O)NS(=O)(=O)c2ccc(C)cc2)c(OC)c1 | 0 | -10 | -6 | -4 | -1 | -9 | 0.3 | -2 | -2 | -3
Cc1ccc(Cn2c(=N)c(C(=O)NCC3CCCO3)cc3c(=O)n4cccc(C)c4nc32)cc1 (stereo not given) | 1 | 9 | i | -11 | -3 | -5 | 2.0 | -6 | -359 | i
